LYPLA1 counter: blocks human lysophospholipase 1, a PME1 counter-screen; recombinant LYPLA1, FP-Rh probe fluorescence polarization; inhibition, % at 5.9 µM; hit rate 0.16% among 320,000; AID 2174;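 active = inhibition above the mean of all tested compounds plus 3 SD, set per campaign, cut at about 14% in these data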;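 note: inhibitors block serine hydrolase probe labeling of LYPLA1 so polarization falls; 0% = enzyme with DMSO and 100% = wells lacking LYPLA1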
Target sequence (O75608 whole entry, looked up): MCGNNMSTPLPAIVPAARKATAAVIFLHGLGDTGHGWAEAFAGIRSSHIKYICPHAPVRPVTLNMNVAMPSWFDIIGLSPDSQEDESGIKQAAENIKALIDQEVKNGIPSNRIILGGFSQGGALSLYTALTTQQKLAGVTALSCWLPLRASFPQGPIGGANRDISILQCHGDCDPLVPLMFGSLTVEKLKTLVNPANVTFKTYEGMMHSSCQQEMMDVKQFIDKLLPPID
PME-1 primary: blocks human protein phosphatase methylesterase 1; Q9Y570; recombinant PME-1, FP-Rh probe fluorescence polarization; inhibition, % at 5.9 µM; hit rate 0.53% among 320,000; AID 2130;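 active = inhibition above the campaign mean of all compounds plus 3 SD, cut at about 26% in these data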;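 note: competitive labeling of PME-1 active site by serine hydrolase directed probe; 0% = PME-1 with DMSO and 100% = wells lacking PME-1 enzyme; inhibitors block probe labeling so polarization falls and inhibition rises; many of its hits are not listed in these tables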
GSTO1 counter: counter-screen for RBBP9 inhibitors: inhibitors of human GSTO1 | AID 1974 | recombinant GSTO1, activity-based probe fluorescence polarization | P78417 | inhibition, % at 5.96 µM | hit rate 1.1% among 300,000;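 active = inhibition above the campaign mean inhibition plus 3 SD, cut at about 35% in these data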;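 note: 0% = GSTO1-1 with DMSO and 100% = wells lacking GSTO1-1 enzyme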
Target sequence (P78417 whole entry, looked up): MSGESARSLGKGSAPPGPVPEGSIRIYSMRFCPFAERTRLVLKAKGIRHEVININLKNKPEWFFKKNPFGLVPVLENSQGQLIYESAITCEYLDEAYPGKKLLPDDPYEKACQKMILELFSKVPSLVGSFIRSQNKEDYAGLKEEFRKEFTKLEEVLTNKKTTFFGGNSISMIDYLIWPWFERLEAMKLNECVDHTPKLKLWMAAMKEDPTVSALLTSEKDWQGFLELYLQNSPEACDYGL
PAFAH2 inh: inhibitors of human PAFAH2; Q99487; recombinant PAFAH2, FP-rhodamine activity probe, fluorescence polarization; inhibition, % at 3.39 µM; hit rate 0.99% among 340,000; AID 492956;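 active = inhibition above the mean over all tested compounds plus 3 SD, cut at about 30% in these data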;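 note: inhibitors block probe labeling of enzyme so polarization drops; 0% = enzyme with DMSO and 100% = wells lacking PAFAH2 protein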
PAFAH1B2 FP inh: blocks human PAF acetylhydrolase 1b catalytic subunit 2; AID 492953; recombinant PAFAH1B2, FP-rhodamine activity probe, fluorescence polarization; hit rate 1.2% among 340,000; inhibition, % at 3.39 µM; P68402;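 active = inhibition above the mean of all tested compounds plus 3 SD, cut at about 24% in these data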;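 note: 0% = enzyme with DMSO and 100% = wells lacking PAFAH1B2; many of its hits are not listed in these tables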
pPAFAH FP inh: pPAFAH (human) enzyme inhibition | hit rate 1.5% among 330,000 | inhibition, % at 3.39 µM | AID 463082 | recombinant pPAFAH, FP-rhodamine probe fluorescence polarization;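 active = inhibition above the mean inhibition across the screen plus 3 SD, cut at about 25% in these data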;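 note: inhibitors block binding of the rhodamine activity-based probe so polarization drops; 0% = enzyme with DMSO and 100% = wells lacking pPAFAH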
LYPLA2 inh: blocks human lysophospholipase 2, a PME1 counter-screen. hit rate 0.38% among 320,000. O95372. recombinant LYPLA2, FP-Rh probe fluorescence polarization. inhibition, % at 5.9 µM;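 active = inhibition above the screen-wide mean plus 3 SD, limit set per campaign, cut at about 26% in these data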;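 note: 0% = LYPLA2 with DMSO and 100% = wells lacking LYPLA2 enzyme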
Target sequence (O95372 whole entry, looked up): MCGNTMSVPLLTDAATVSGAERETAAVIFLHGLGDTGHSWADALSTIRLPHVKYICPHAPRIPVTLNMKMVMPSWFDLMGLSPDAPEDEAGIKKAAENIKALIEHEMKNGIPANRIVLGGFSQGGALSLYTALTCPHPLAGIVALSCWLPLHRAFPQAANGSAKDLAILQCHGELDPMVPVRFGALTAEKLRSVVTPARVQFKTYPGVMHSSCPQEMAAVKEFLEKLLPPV
PAFAH1B3 FP inh: blocks human PAF acetylhydrolase 1B catalytic subunit 3. Q15102. recombinant PAFAH1B3, FP-rhodamine probe, fluorescence polarization. inhibition, % at 3.39 µM. hit rate 0.28% among 340,000. AID 492972;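 active = inhibition above the screen-wide average of all tested compounds plus 3 SD, cut at about 25% in these data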;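 note: 0% = enzyme with DMSO only and 100% = wells lacking PAFAH1B3 protein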
Target sequence (Q15102 whole entry, looked up): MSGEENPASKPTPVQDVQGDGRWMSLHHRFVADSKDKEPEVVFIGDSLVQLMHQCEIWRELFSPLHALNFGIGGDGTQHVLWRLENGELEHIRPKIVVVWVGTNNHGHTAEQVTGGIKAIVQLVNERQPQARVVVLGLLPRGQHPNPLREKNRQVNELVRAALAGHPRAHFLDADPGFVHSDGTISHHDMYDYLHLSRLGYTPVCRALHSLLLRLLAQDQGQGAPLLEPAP
PAD4 inh: inhibitors of human PAD4; recombinant PAD4, RCA probe fluorescence polarization; inhibition, % at 6.36 µM; hit rate 0.41% among 330,000;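 active = percent inhibition above a cutoff equal to the mean of all tested compounds plus 3 SD, cut at about 15% in these data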;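 note: 0% = PAD4 with RCA probe and DMSO and 100% = probe without PAD4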
Active calls of the source: *; / = not tested or not shown. These rows are one share of the data. The share of hits here may be higher or lower than overall.

SMILES	LYPLA1 counter	PME-1 primary	GSTO1 counter	PAFAH2 inh	PAFAH1B2 FP inh	pPAFAH FP inh	LYPLA2 inh	PAFAH1B3 FP inh	PAD4 inh
C=CCC(C(=O)c1ccccc1)[N+](C)(C)CC=C (stereo not given)	-2	-1	2	-2	3	1	-1	0	0
Cc1nc2c(Br)cc(Br)cc2cc1O	-5	0	-4	-10	0	2	0	7	-4
FC(F)(F)c1nnc2sc(-c3ccncc3)nn12	-3	0	0	-3	3	5	-2	1	-4
C/C(=N\OCC(=O)OCC(=O)NC(=O)c1ccc(OC(F)F)cc1)c1ccc2c(c1)OCO2	-2	-9	14	-3	2	0	-2	2	2
Cc1ccc(NC(=O)N2CCN(C/C=C/c3ccccc3)CC2)cc1	2	-3	2	5	3	4	6	4	0
O=C(O)CCCC(=O)N1CCN(C(c2ccccc2)c2ccccc2)CC1	6	-2	3	-1	6	4	-2	6	-3
O=C(CCl)Nc1ccc(N2CCCCCC2)cc1	-1	-4	95*	7	7	5	-2	5	2
O=C(O)c1ccnc(SCC(=O)c2ccccc2)c1	3	-5	5	-6	1	-1	5	5	2
O=C(Cn1c(=O)n(Cc2ccco2)c(=O)c2c3c(sc21)CCCCC3)Nc1ccccc1	-36	-62	6	-3	0	3	-55	-3	1
O=S(=O)(c1cc(Cl)ccc1Cl)N1CCN(Cc2ccc3c(c2)OCO3)CC1	2	-2	3	-2	6	0	0	-3	1
O=C(COc1cccnc1[N+](=O)[O-])Nc1ccc(F)cc1	/	/	/	2	3	2	/	0	1
O=S(=O)(Cc1ccccc1Cl)NCc1ccccc1	0	-5	5	/	/	0	-1	/	-2
O=C(O)c1cccc(NC(=S)N/N=C/c2ccccn2)c1	2	1	5	-1	6	5	7	6	0
Cc1cc(C(=O)NNc2c(Cl)cccc2Cl)n(C(C)(C)C)n1	5	-5	3	0	12	3	-5	-3	-2
O=C(/C=C/c1ccc(Cl)c([N+](=O)[O-])c1)Nc1ccc(N2CCCC2)c(Cl)c1	-2	2	5	2	-2	5	-3	-2	1
O=C(NCc1cccs1)C(=O)c1c[nH]c2ccccc12	-1	-4	-2	8	-2	-2	5	13	1
Fc1cccc(CN2CCN(C(=S)NCCc3ccccc3)CC2)c1	2	-8	0	10	5	8	10	1	-2
COc1ccc(/C=N/NC(=O)c2ccc3nc[nH]c3c2)c(OC)c1	1	1	0	1	-6	2	5	4	-1
Cn1c(=O)c2c(nc(NCc3ccco3)n2CCc2ccccc2)n(C)c1=O	-3	5	9	1	2	3	-1	3	-4
COc1ccccc1CCC(=O)OCC(=O)NCc1ccc(OC)c(OC)c1	/	/	/	3	4	9	/	5	-5
O=S(=O)(Nc1ccc(S(=O)(=O)Nc2ncccn2)cc1)c1ccccc1	5	-3	5	-1	1	-4	2	7	-1
Cc1nc(N)[nH]c(=O)c1Oc1cccc(C(F)(F)F)c1	-1	-1	-3	7	9	4	-5	8	6
C=CCNC(=S)NNC(=O)C(CCCC)CC(C)(C)O (stereo not given)	2	-8	-9	-5	1	-9	-6	1	-8
Cc1c(CCOC(=O)c2ccccc2)sc[n+]1Cc1ccccc1	-2	0	24	-8	-1	3	-2	7	1
COc1cccc(OCC(=O)O/N=C(\N)c2ccc(OC)c(OC)c2)c1	-3	-6	3	6	-8	-5	4	5	-1
N#CC1(Nc2ccccc2)C(=O)Nc2ccccc21 (stereo not given)	5	-6	2	-4	6	4	6	5	-3
NC(=O)CSc1nc2ccccc2c(=O)n1-c1ccccc1	2	0	-6	1	-5	3	-1	9	-1
COCCN(C(=O)Cc1cccs1)C(C(=O)NCc1ccc(OC)cc1)c1ccc(C(C)C)cc1 (stereo not given)	-3	-3	-3	0	-2	2	3	5	-1
O=C(c1ccccc1Oc1nnnn1-c1ccccc1)N1CCOCC1	3	-9	1	-13	2	1	4	-1	-6
NC(N)=N/N=C/c1ccccc1	1	-7	3	2	7	4	-5	4	-2
Cc1ccc(C(O)C(=O)c2ccco2)cc1 (stereo not given)	1	1	2	7	7	2	2	6	-3
CCCc1cc(=O)n2[nH]c(C)c(-c3ccccc3)c2n1	0	-6	0	-2	0	2	3	8	-1
O=C(NNC(=O)C1CCN(Cc2ccc(Cl)c(Cl)c2)CC1)c1cccs1	4	1	1	-3	-2	11	4	-7	-3
O=C(NNC(=O)C12CC3CC(CC(C3)C1)C2)c1cccc(O)c1	1	6	-4	12	12	8	1	0	-2
CC1CCN(C(=O)c2cc3c(ccc4ccccc43)o2)CC1	1	4	-4	-19	-2	14	3	-3	1
CC(=O)Nc1ccc(/C=C/c2nc3ccccc3o2)cc1	-2	-1	-2	0	1	-2	5	-1	-4
O=C(NC1=NCCS1)c1cc(-c2cccc(Br)c2)nc2ccccc12	-12	-4	-11	-14	-8	-1	-26	-1	4
CC(=O)Nc1c(C(=O)c2ccccc2)oc2ccccc12	-3	0	-4	-4	2	7	-5	2	1
CCNC(=O)CC1C(=O)N(c2ccc(F)cc2)C(=S)N1CCc1ccncc1 (stereo not given)	1	4	-6	-1	3	5	0	-5	-2
CN(C)S(=O)(=O)c1ccc2nnn(OCC(=O)NC3CCS(=O)(=O)C3)c2c1 (stereo not given)	-2	2	/	7	2	0	1	7	-1
COC(=O)c1ccc(NC(=O)c2ccc3c(c2)NC(=O)C2CCCN32)cc1 (stereo not given)	-29	-21	/	/	/	-5	-38	/	-17
CSC1=NCCN1C(=O)Cc1cccs1	3	0	2	8	-2	8	-4	9	1
CCOC(=O)c1sc2ncn(C(CC)C(=O)OCC)c(=O)c2c1C (stereo not given)	1	5	7	-1	1	0	0	8	4
c1ccc(-c2noc(-c3cccnc3)n2)cc1	-4	-5	6	5	-1	6	2	10	-5
O=C(O)c1cc(-c2ccc3c(c2)OCCO3)n[nH]1	3	1	10	6	6	6	13	6	-4
COC(=O)CCC(=O)N1CCOCCOCCOCC1	-4	2	2	1	-2	-4	5	10	4
C=C[C@]1(C)C[C@H]1[C@H](NP(=O)(c1ccccc1)c1ccccc1)c1ccccc1	-6	4	2	3	12	7	-7	1	-5
CC(C)N1CCN(Cc2ccc(-c3ccccc3)cc2)CC1CCO (stereo not given)	1	7	5	10	1	-1	3	8	-2
COc1ccc(-n2nc3c(c2NC(=O)C2CC2)CS(=O)(=O)C3)cc1	0	0	0	6	1	5	-3	12	1
CN(C)CCCNS(=O)(=O)c1cc(Cl)c(Cl)cc1Cl	-3	-1	-7	0	2	2	-4	-6	-1

Additional structures follow.
SMILES	LYPLA1 counter	PME-1 primary	GSTO1 counter	PAFAH2 inh	PAFAH1B2 FP inh	pPAFAH FP inh	LYPLA2 inh	PAFAH1B3 FP inh	PAD4 inh
COc1c(O)c(=O)n2c3ccccc3c3ccnc1c32	2	2	2	17	19	1	1	7	-2
Cc1cc(C(=O)Cn2c(CO)nc3ccccc32)c(C)n1C	2	-6	-6	-8	0	-6	3	-2	-4
Cc1ccc(CNC(=O)CN2CCN(Cc3ccc(Cl)cc3)C2=O)cc1	-1	-3	8	-5	0	2	-1	0	1
CCOc1ccc(NC(=O)COC(=O)CNC(=O)c2ccc(-c3ccccc3)cc2)cc1	-4	3	/	5	-1	-3	0	-5	0
CC(C)c1ccc(NC2CCCN(C(=O)CCCn3cncn3)C2)cc1 (stereo not given)	-2	-1	-2	2	-4	4	3	-1	-2
O=C(O)CCCN1C(=O)c2ccc(C(=O)c3cccc([N+](=O)[O-])c3)cc2C1=O	-1	-5	8	-5	-1	0	4	-1	-6
OC(CNc1ccccc1)COc1ccc(OCC(O)CNc2ccccc2)cc1 (stereo not given)	-5	4	-3	-2	6	9	3	11	-3
C=CCN1C(=O)c2ccc(C(=O)N(CCOC)c3c(N)n(CCCC)c(=O)[nH]c3=O)cc2C1=O	-3	-1	2	4	2	0	-2	2	1
COC(=O)CC1COc2ccccc2N1S(=O)(=O)c1ccc(Br)cc1 (stereo not given)	-5	4	6	4	6	3	-5	5	-8
Cc1ccccc1/C=N\NC(=O)c1ccccc1-n1cccc1	-2	-12	1	5	2	6	3	7	-7
CC(C)COC(=O)C1C(=O)CC(C)(O)C(C(=O)OCC(C)C)C1c1cccnc1 (stereo not given)	5	-10	2	-2	5	0	-1	14	3
COc1cc(OC)c(C2NC(=O)CCC2[N+](=O)[O-])cc1OC (stereo not given)	-1	0	0	-8	3	4	8	0	-3
CCOC(=O)c1cc2sccc2n1CC(=O)Nc1ccc(OC)cc1	1	-4	2	1	3	4	1	5	-3
Fc1ccc(Nc2nc(N/N=C/c3ccco3)nc(N3CCCCC3)n2)cc1	-1	-5	-12	0	0	3	-13	9	-5
CCc1ccc(C(=O)Nn2c(C)nc3ccccc3c2=O)cc1	2	-2	-3	4	1	0	4	12	-7
O=C(O)C1CC=CCC1C(=O)Nc1ccc(S(=O)(=O)N2CCCc3ccccc32)cc1 (stereo not given)	1	4	-7	12	3	6	6	3	4
O=S1(=O)CC/C(=N\O)c2ccccc21	0	7	0	0	8	-2	-7	7	2
COc1ccccc1[C@H]1C(c2ccc(F)cc2)=NN(c2ccccc2)[C@@H]1CO	/	/	/	3	5	9	/	10	2
Cc1c(N=Cc2cccnc2)c(=O)n(-c2ccccc2)n1C	1	-1	5	-2	3	1	4	-3	0
COc1ccccc1NC(=O)c1ccc(N)cc1	4	-1	4	1	0	8	3	-14	3
CCOCCCN(Cc1ccco1)C(=O)c1cc2c(=O)[nH]c3ccc(C)cc3c2s1	-1	-2	-3	6	6	5	2	-1	-2
COc1cnn(C(C)(C)C)c(=O)c1Cl	0	3	-10	-10	8	1	2	0	-6
C/C(CC(=O)Nc1cccc(F)c1)=N\NC(=O)C(=O)NC1CCCCC1	-2	-4	3	5	1	-3	2	3	-2
COc1ccc(S(=O)(=O)NCCc2nnc3ccc(SCC(=O)Nc4cc(C)on4)nn23)cc1	-3	-2	8	-8	-1	4	-1	8	4
COc1cccc(C2CC(c3cccs3)=NN2C(=O)CCC(=O)O)c1OC (stereo not given)	1	2	0	3	1	2	-1	9	2
O=C(COc1cc(F)ccc1[N+](=O)[O-])NCCN1C(=O)CSC1=O	/	/	/	-4	6	6	/	10	-1
CCOc1ccc(CNC(=S)N/N=C\c2ccc([N+](=O)[O-])cc2)cc1	1	-6	5	4	-5	4	2	5	-5
COc1ccc(-c2cc(C(F)(F)F)c(C#N)c(=O)[nH]2)cc1	0	-8	-8	-5	2	-2	-6	-4	-1
C/C(=N/NC(=O)c1ccccn1)c1c[nH]c2ccccc12	0	-1	-8	4	0	5	-2	0	-2
COc1ccc(CNC(=O)C2CCC(CNS(=O)(=O)c3ccc(C)cc3)CC2)cc1 (stereo not given)	4	1	-1	2	0	6	11	-4	1
O=C(Cn1nnc2ccccc21)N/N=C/c1ccco1	5	-4	3	-6	3	3	7	3	1
Cc1ccc(NC(=O)c2cncc(Br)c2)c([N+](=O)[O-])c1	-2	1	5	0	6	-1	-2	-1	0
c1ccc(N2CCN(Cc3cnc(N4CCOCC4)s3)CC2)cc1	2	1	7	-1	6	6	5	5	-3

Source: PubChem
